High-throughput results (PubChem)
NR1D1 modulator: Rev-erb alpha (human) modulation; P20393; Rev-erbα–FITC-DNA binding, fluorescence polarization, 90 min; activity, % at 10 µM; actives 0.79% (n = 370,000);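 active means activity above about 14%, limit read from the data; passing the limit was not always enough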;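 further: 0% = DMSO wells with 35 nM protein and 100% = DMSO wells with 750 nM protein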
DAX1 inh-1: blocks DAX1 repression of SF-1 activated StAR promoter; AID 652010; HEK293T StAR-luciferase reporter, SF-1/DAX-1 repression relief; actives 1.1% (n = 370,000); inhibition, % at 6.8 µM;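 active means inhibition above the mean over all tested compounds plus 3 SD, cut at about 3.6% in these data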;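 further: 0% = DAX-1 cells with DMSO and 100% = cells lacking DAX-1 with DMSO; higher inhibition means more luminescence from relief of DAX-1 repression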
ADAM17 inh: ADAM17 inhibition, QFRET primary screen | P78536 | recombinant ADAM17, EDANS/DABCYL FRET peptide cleavage | inhibition, % at 6.95 µM | actives 0.83% (n = 370,000) | AID 720648;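 active means inhibition above the mean of compounds lying between control limits plus 3 SD, set per campaign, cut at about 8.5% in these data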;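 further: 0% = DMSO-only wells as the low control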
Target sequence (P78536 215-824 limits assumed): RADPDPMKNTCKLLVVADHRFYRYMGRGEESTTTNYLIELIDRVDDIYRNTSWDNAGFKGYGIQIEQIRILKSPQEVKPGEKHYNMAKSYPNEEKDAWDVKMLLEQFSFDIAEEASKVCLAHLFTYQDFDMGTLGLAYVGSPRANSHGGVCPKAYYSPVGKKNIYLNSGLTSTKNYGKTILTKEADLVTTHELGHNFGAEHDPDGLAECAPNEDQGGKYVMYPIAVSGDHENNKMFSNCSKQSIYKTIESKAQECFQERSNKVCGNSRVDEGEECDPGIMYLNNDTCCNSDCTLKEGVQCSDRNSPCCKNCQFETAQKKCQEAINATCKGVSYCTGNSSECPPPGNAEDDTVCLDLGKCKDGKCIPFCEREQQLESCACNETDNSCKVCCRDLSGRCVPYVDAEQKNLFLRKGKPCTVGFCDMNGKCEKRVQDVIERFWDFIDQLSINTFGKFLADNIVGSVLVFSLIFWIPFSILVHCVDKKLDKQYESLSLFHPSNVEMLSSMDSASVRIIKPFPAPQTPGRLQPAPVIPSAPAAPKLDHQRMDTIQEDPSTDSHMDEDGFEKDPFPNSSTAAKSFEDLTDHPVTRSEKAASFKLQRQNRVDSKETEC
ssDAF-12 act: S. stercoralis DAF-12 activation, primary screen; HEK293 ssDAF-12/GRIP1 lit1-tk-luc reporter, luminescence; % of 3 µM dafachronic acid response; activation, % at 6.8 µM; actives 1% (n = 370,000);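 active means activation above the mean over all tested compounds plus 3 SD, cut at about 0.9% in these data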;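 further: 0% = DMSO-only wells and 100% = 3 µM delta7-dafachronic acid wells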
SMARCA2 activ: SMARCA2 function activation, primary screen; MG213 cells, MMTV-luciferase reporter, dexamethasone, overnight; activation, % at 9.1 µM; actives 1% (n = 370,000); AID 652017; in the data active means activation above about 7.8%;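 further: 0% = vehicle wells and 100% = reference activator wells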
PLCg1 inh: PLC-gamma1 (human) inhibition, primary screen; P19174; purified PLC-gamma1, fluorogenic substrate, fluorescence; inhibition, % at 12.2 µM; actives 0.84% (n = 370,000); AID 720700; in the data active means inhibition above about 9.5%
DAX1 inh-2: inhibits human nuclear receptor DAX1 | inhibition, % at 6.75 µM | AID 504766 | HEK293 Gal4-DAX1 luciferase reporter, luminescence | actives 0.99% (n = 340,000);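 active means inhibition above the mean over all tested compounds plus 3 SD, cut at about 4.2% in these data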;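 further: 0% = DAX1-transfected cells with DMSO and 100% = empty-vector control cells with DMSO; inhibition shows as a rise in luminescence from relieved DAX1 repression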
MBD2 inh: blocks human MBD2 binding to methylated DNA. actives 0.31% (n = 370,000). inhibition, % at 4.4 µM. AID 686964. TR-FRET, MBD2 binding to methylated oligonucleotide; in the data active means inhibition above about 13%
Target sequence (Q9UBB5 whole entry, looked up): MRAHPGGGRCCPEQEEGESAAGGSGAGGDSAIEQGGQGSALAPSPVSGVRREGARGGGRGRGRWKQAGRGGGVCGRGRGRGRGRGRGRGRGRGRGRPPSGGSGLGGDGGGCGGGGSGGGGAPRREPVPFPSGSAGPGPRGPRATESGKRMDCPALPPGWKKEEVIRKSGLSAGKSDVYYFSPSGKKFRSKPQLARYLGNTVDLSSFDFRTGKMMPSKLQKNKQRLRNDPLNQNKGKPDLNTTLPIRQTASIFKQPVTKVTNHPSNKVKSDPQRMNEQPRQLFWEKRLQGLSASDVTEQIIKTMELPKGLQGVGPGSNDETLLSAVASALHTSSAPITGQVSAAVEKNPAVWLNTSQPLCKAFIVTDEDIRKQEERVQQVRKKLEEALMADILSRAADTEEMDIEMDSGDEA
hgDAF12 agonist: activates the H. glycines DAF-12 receptor ligand-binding domain; HEK293 GAL4-hgDAF12 UAS-luciferase reporter, agonist luminescence; normalized to butyrate control; activation, % at 6.8 µM; actives 1.8% (n = 370,000); AID 687014;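 active means activation above a cutoff set at the mean of all screened compounds plus 3 SD, cut at about 10% in these data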;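 further: 0% = DMSO wells and 100% = sodium butyrate wells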
PLC-beta3 inh: inhibitors of human phospholipase C beta3 | actives 0.18% (n = 370,000) | inhibition, % at 12.2 µM | Q01970 | AID 720704 | Purified PLC-beta3, fluorogenic substrate, fluorescence; in the data active means inhibition above about 11%;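 further: 0% = median of compound wells on plate and 100% = full blocker control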
hcDAF-12 act: H. contortus DAF-12 activation, primary screen; HEK293 hcDAF-12 lit1-tk-luc reporter, luminescence; 0% DMSO, 100% Δ7-dafachronic acid; activation, % at 6.8 µM; actives 1.4% (n = 370,000); AID 652067;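 active means activation above the mean of all tested compounds plus 3 SD, cut at about 5.5% in these data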;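 further: 100% = response to 3 µM Δ7-dafachronic acid high control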
Numbers without * were called inactive; nt = no result given.

SMILES | NR1D1 modulator | DAX1 inh-1 | ADAM17 inh | ssDAF-12 act | SMARCA2 activ | PLCg1 inh | DAX1 inh-2 | MBD2 inh | hgDAF12 agonist | PLC-beta3 inh | hcDAF-12 act
N#CC1=C(N)OC2=C(CC/C2=C\c2ccccc2Cl)C1c1ccccc1Cl (centres undefined) | 7.8 | -0.2 | -17.3 | -1.3 | 0.6 | -63.9 | -0.5 | 1.3 | 1.6 | -83.2 | -1.7
CC(C)C(=O)N1CCN(c2ccc(NC(=O)c3cccs3)cc2Cl)CC1 | 5.8 | -1.8 | 9.1* | -1.7 | -1.5 | 8.3 | -0.7 | -2.7 | -1.7 | 1.7 | -3.0
Cc1ccc(CNCC(O)(c2ccccc2)c2ccc(Cl)cc2)cc1 (centres undefined) | 3.6 | -0.3 | 0.2 | -1.0 | -4.0 | 2.4 | -0.5 | 0.2 | 0.0 | 4.9 | -0.8
C=CCNC(=O)c1ccc([N+](=O)[O-])c(Cl)c1 | 0.9 | -1.0 | -2.2 | -1.6 | 2.3 | 1.2 | -0.2 | -1.9 | -3.3 | -4.4 | -1.6
CCSC1=N/C(=C/c2ccsc2)C(=O)N1c1ccccc1 | 2.2 | -0.7 | -1.0 | -1.8 | 0.3 | -15.5 | 0.6 | 2.6 | -1.1 | -18.7 | 1.4
CCSc1ncc(Cl)c(C(=O)Nc2sc3c(c2C(=O)NCc2cccnc2)CCCC3)n1 | -17.4 | -0.6 | -3.2 | 0.3 | -2.2 | 1.9 | 0.0 | 6.6 | -1.7 | -0.8 | 0.7
CCCn1c(SCC(=O)N2CCCC(C)C2)nnc1-c1ccccn1 (centres undefined) | 5.1 | -0.4 | -1.0 | -1.5 | -2.4 | 0.8 | -0.2 | -2.4 | -2.8 | 0.6 | -0.8
Fc1ccccc1NC(=S)Nc1ccc(CN2CCOCC2)cc1 | -6.3 | -0.3 | -0.2 | -1.5 | 2.6 | 2.4 | 0.4 | -0.1 | 0.1 | 0.6 | -1.2
CC(C)c1ccc(NC(=S)Nc2cccc3ccccc23)cc1 | 5.8 | 0.2 | -54.5 | 0.1 | 1.9 | -58.6 | 0.3 | 2.5 | 1.1 | -95.6 | 4.4
COc1ccc(OC)c(/C=N/c2oc(-c3ccco3)c(-c3ccco3)c2C#N)c1 | -6.4 | 0.8 | -10.9 | -0.5 | -4.0 | -25.0 | 0.0 | 4.2 | -2.5 | -39.1 | 0.3
Cc1ccc(OCC(=O)NNC(=O)C2CCN(c3nc(C)cc(C)n3)CC2)cc1 | 22.8* | -0.3 | -4.0 | -1.0 | 2.1 | 2.8 | 1.2 | -5.2 | -0.3 | 4.7 | 1.9
Cc1onc(C(=O)/C=C/N(C)C)c1C(=O)Nc1nccs1 | 0.1 | -0.2 | 1.6 | -1.4 | -0.3 | 1.2 | 0.2 | -5.7 | -0.2 | 1.7 | -1.6
Cc1ccc(C)c(NC(=O)c2ccccc2NC(=O)C2CCCO2)c1 (centres undefined) | -4.4 | 0.0 | -2.0 | -1.0 | 1.4 | -1.3 | 0.3 | 3.8 | -0.7 | -3.2 | -0.7
Cc1cccc(CCN(CC(=O)NCc2ccc(F)cc2)C(=O)c2csnn2)c1 | 1.6 | -0.4 | -0.8 | -1.0 | -1.5 | -0.3 | 0.2 | 0.6 | -2.5 | -3.5 | -3.4
Cn1cc(Cl)c(-c2nc3ccccc3[nH]2)n1 | 1.5 | 0.9 | -0.3 | 0.1 | 1.2 | 5.2 | 1.2 | 0.6 | 12.0* | 2.6 | 4.4
Cc1ccccc1NC(=O)N1CCC(NC(=O)C2CCCCC2)CC1 | 4.0 | 0.1 | 0.1 | -0.8 | 2.1 | 2.7 | 0.1 | 14.2* | -1.3 | 2.3 | 1.3
O=C(COC(=O)c1cc(S(=O)(=O)N2CCOCC2)c(Cl)cc1Cl)c1ccc[nH]1 | -2.4 | 1.1 | 0.4 | -1.1 | 1.6 | 0.8 | 0.1 | -0.3 | -2.0 | -2.4 | -0.7
CCc1ccc(OCc2cccc(C(=O)N/N=C\c3cnn(C)c3C)c2)cc1 | -1.3 | 1.6 | 2.3 | -0.8 | -0.6 | -2.0 | 0.9 | -2.7 | 7.5 | -8.9 | 3.1
CN(Cc1ccccc1)Cc1c[nH]c2ccccc12 | 3.6 | -0.3 | -2.1 | 0.0 | 0.1 | -0.4 | -0.8 | -4.5 | 2.4 | 0.3 | 4.5
Cc1cc(C)cc(OCCN2CCOCC2)c1 | -5.4 | -0.1 | -0.8 | -0.8 | 1.9 | 0.7 | 0.1 | 1.1 | 0.7 | -0.5 | -0.3
COc1ccccc1NC(=O)c1ccc(C)s1 | 0.3 | 1.9 | -2.4 | 1.3* | 2.2 | -1.9 | 4.0 | 1.9 | 7.8 | -1.9 | 9.1*
Cc1cc(C(=O)Nc2sccc2C(N)=O)c(C)o1 | -0.9 | 0.3 | -4.6 | -1.2 | -1.4 | -13.3 | 0.7 | 3.7 | 4.5 | -15.3 | 0.7
Cc1ccccc1Nc1nnc(SCC(=O)c2cc3ccccc3o2)s1 | -3.0 | 0.1 | 5.9 | 0.7 | 4.0 | -11.5 | 2.2 | -0.6 | 1.5 | -20.6 | 7.9*
O=C(CCc1ccccc1)Nc1ccccc1F | 8.0 | 3.7* | 8.1 | -0.3 | -2.2 | 4.4 | 2.2 | 0.1 | 11.7* | 8.4 | 2.0
Cc1occc1C(=O)NCc1nc(-c2ccc(Cl)cc2)no1 | 2.3 | 0.0 | 4.0 | -1.2 | -0.5 | 4.2 | -1.9 | -1.4 | 0.0 | -2.7 | -1.0
COc1cc(Br)c(CC2c3cc(OC)c(OC)cc3CCN2C)cc1OC (centres undefined) | -1.3 | -1.0 | -15.9 | -1.0 | -0.2 | -47.6 | 0.8 | -0.8 | -1.0 | -65.8 | -2.3
COc1cccc(NC(=O)Nc2cc(NC(=O)Nc3cccc(OC)c3)c(C)nc2C)c1 | 2.0 | -0.2 | 1.8 | -1.4 | -4.4 | -1.9 | 0.9 | 4.5 | 2.1 | -0.5 | 0.0
CC(OC(=O)c1ccc2c(c1)OCCO2)C(=O)c1ccccc1 (centres undefined) | 2.4 | 11.8* | 0.5 | 0.8 | 5.1 | 2.8 | 4.9* | -1.1 | 14.4* | -8.3 | 7.3*
COc1cccc(C(=O)NCCS(=O)(=O)NCc2cccs2)c1 | -1.5 | 2.0 | -0.6 | -1.3 | -1.1 | 5.3 | -1.0 | -5.9 | -2.0 | -2.9 | 0.0
Cc1nc(CN(C)C(=O)CC2C(=O)NCCN2Cc2ccc(F)cc2)cs1 (centres undefined) | -0.8 | -1.6 | -15.9 | -0.7 | -1.4 | -37.6 | 0.7 | -9.2 | -1.1 | -40.0 | -0.2
CC(=O)c1ccc(N2C(=NC(=O)C(C)C)SC3CS(=O)(=O)CC32)cc1 (centres undefined) | 1.6 | -0.2 | -2.2 | -0.6 | -2.5 | 3.8 | 0.1 | -1.4 | -1.7 | 1.6 | -0.8
CC/C(C)=C1\SC(N2CCN(c3cccc(C(F)(F)F)c3)CC2)=NC1=O | -0.8 | -0.6 | -3.7 | -1.2 | -3.2 | 0.9 | 0.2 | 3.5 | -2.5 | 1.2 | -2.0
CC(C)[C@H](NC(=O)Nc1cccc(C(F)(F)F)c1)C(=O)O | -6.8 | 0.1 | -1.9 | -1.2 | 0.4 | -0.9 | -0.1 | 0.6 | -0.3 | -2.2 | -1.5
CCCn1c(=S)[nH]c2cc(C(=O)NCc3ccccc3OC)ccc2c1=O | 36.4* | 0.2 | -3.8 | -1.2 | -2.2 | -1.5 | 1.1 | -1.4 | -1.8 | -1.7 | 0.9
COC(=O)[C@]12C[C@H](CC(=O)NCCC(C)C)C(=O)N(Cc3ccco3)C1=C[C@H](COCc1ccccc1)O[C@@H]2C | -5.8 | -1.1 | -3.5 | -1.4 | -3.7 | -1.8 | nt | 1.0 | 6.7 | -4.7 | 0.7
Cc1ccccc1CC(=O)Nc1ccc(C(=O)N2CCCC2)cc1 | 0.9 | 1.9 | 0.8 | -0.4 | 0.4 | 6.7 | 0.6 | 10.2 | 6.5 | -10.9 | 1.6
CC(C)(C)c1ccc(-c2nnc(N)o2)cc1 | -1.6 | 1.1 | 0.5 | -1.6 | 6.8 | 3.0 | 3.4 | -6.2 | 7.1 | -5.6 | 0.8
CCC1CCCCN1CCCNC(=O)CCC(=O)N1CCOc2ccccc21 (centres undefined) | 5.9 | -0.5 | -0.8 | -0.8 | -1.4 | -2.3 | 1.1 | -3.2 | 2.4 | 5.7 | -0.4
O=C(CN1C(=O)NC2(CCCCC2)C1=O)N1CCN(S(=O)(=O)c2ccc(Cl)s2)CC1 | 5.1 | -0.1 | 1.9 | -1.2 | -4.5 | 0.1 | 0.0 | 1.9 | 3.2 | -4.6 | 0.1
Cc1ccc(NC(=O)c2cnc3ccccc3n2)cc1C | -1.7 | 1.3 | -9.6 | -0.2 | -1.7 | 0.8 | 1.8 | 1.7 | 7.3 | -0.5 | 4.3
COc1cc2cc(Oc3ccc4ccc(=O)oc4c3)c(=O)oc2cc1O | -2.3 | -0.6 | -36.4 | -1.3 | 0.9 | -55.0 | 1.0 | 2.2 | 0.6 | -72.3 | 0.1
Cc1ccc2nc(Nc3nc(C)cc(C(F)(F)F)n3)nc(C)c2c1 | 0.4 | 0.3 | -6.0 | -1.2 | -3.4 | 1.7 | 1.8 | -0.3 | 0.1 | 1.0 | -1.5
Nc1cccc(O)c1 | -2.0 | 0.3 | -2.3 | -1.3 | 9.7* | -1.5 | 0.5 | -8.2 | -2.1 | -1.8 | -1.5
O=C(Nc1ccc(F)cc1)c1sc2cc(C(F)(F)F)cnc2c1-c1cccs1 | 49.3* | -0.9 | -4.9 | -1.7 | -0.7 | -5.2 | 0.3 | -1.6 | -0.9 | -9.0 | -1.7
Cc1ccc(NC(=O)c2ccc(Cl)c(S(=O)(=O)N3CCCCCC3)c2)nc1 | -10.2 | -3.5 | -1.8 | -1.5 | -0.6 | 1.4 | -1.1 | -4.2 | -1.2 | -2.9 | -1.8
O=C(CCNC(=O)c1ccccc1)NN=Cc1ccc(Br)o1 | -4.3 | 0.1 | -6.0 | -1.3 | -1.2 | 0.3 | 0.5 | 7.6 | 3.7 | -4.3 | 2.8
CCC(C)NC(=O)C1CCN(S(=O)(=O)c2ccc(-n3cnnn3)cc2)CC1 (centres undefined) | -1.3 | -0.2 | 1.2 | -1.4 | 0.4 | 1.8 | 1.4 | -4.1 | -0.1 | -3.8 | -2.1
CC(=O)Nc1cnc(-c2ccc3c(c2)OCO3)cn1 | 2.5 | 4.8* | -8.9 | -0.4 | 2.7 | -88.2 | nt | -0.9 | 12.4* | -130.0 | 4.6
CN(C)c1nccc(N(Cc2ccccc2)Cc2ccccc2)c1C#N | 5.8 | 0.1 | 0.2 | -1.2 | 2.5 | -9.2 | 0.3 | -0.3 | 2.7 | -17.4 | -0.3
